EPAC2 agonist – qHTS for Agonist of cAMP-regulated guanine nucleotide exchange factor 4 (EPAC2): primary screen | AID 720711, 2013 | Potency, µM (doses to about 154 µM), for inactives: at the top dose activation, hits mostly activators | EPAC2 activation, biochemical qHTS; response scale: 100% = 6.5 mM cAMP response | 360,000 tested, 0.079% active; note: potency is the fitted concentration of half-maximal effect; nearly all actives have a fitted effect of over 50% in size
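In this primary screen, activation is scored as increased exchange of BODIPY-GDP from Rap1B by 100 nM EPAC2, with 50 uM GDP as competitor. Signal is normalized to the 6.5 mM cAMP agonist control.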
CCT chaperon mod – High-Throughput Screening for Modulators of Cytosolic Chaperonin Activity; purified chaperonin ATPase assay, HTRF ADP detection, 30 min; activity change, % (concentration not given with the values), hits read low; AID 651819, 2012; 360,000 tested, 0.3% active; in the data active = activity change below about -30%; note: % is set by controls: 0 for no effect and ±100 for the full control effect
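TRiC (40 or 20 nM final, by batch activity) in 30 mM Tris pH 7.4, 100 mM KCl, 5 mM MgCl2, 1 mM DTT was treated with compound at 76 uM single dose, then 10 uM ATP, 30 min at 37 °C. ADP was read by HTRF Transcreener.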
PLK1 PBD block – qHTS for Inhibitors of PLK1-PDB (polo-like kinase 1 - polo-box domain): Primary Screen. Serine/threonine-protein kinase PLK1 (Homo sapiens), P53350. Plk1 PBD binding of FITC phosphopeptide, fluorescence polarization. Potency, µM, inactives show max response, negative = inhibition, hits mostly inhibitors. 360,000 tested, 2.8% active; note: potency is the fitted concentration of half-maximal effect; series mostly up to about 57 µM; % is set by controls: 0 for no effect and ±100 for the full control effect; nearly all actives have a fitted effect of over 65% in size
IL2 activator – qHTS of IL-2 Activators; IL-2 activation reporter assay, cell-based qHTS; stimulated with anti-CD3/CD4/CD28 beads; in transgenic mouse T cells; activation, % (series mostly up to about 46 µM); 360,000 tested, 0.065% active; in the data active = activation above about 50%; inconclusive = mostly about 30% to 49%; note: 0% is about no effect
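Using fluorescent plate cytometry, EGFP and DsRed are detected in transgenic mouse T cells stimulated 18 h at 37 degrees C with antibody-coated beads after 60 min compound pretreatment.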
WRN helicase inh – qHTS for Inhibitors of WRN Helicase | 360,000 tested, 0.46% active | AID 651768, 2012 | Potency, µM (titrated, usually from 114 µM), without a hit: at the top dose activity change, negative = inhibition, most hits filed as inhibitors | WRN helicase unwinding, fluorescent forked duplex, kinetic; note: potency is the fitted concentration of half-maximal effect; % is set by controls: 0 for no effect and ±100 for the full control effect; nearly all actives have a fitted effect of over 55% in size
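Kinetic fluorescence helicase assay: unwinding of a quenched forked DNA duplex (100 nM final) with 2 mM ATP final raises red fluorescence (525/598 nm). Compounds sat 15 min at room temperature with 20 nM WRN beforehand.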
PI5P4Ka inh – qHTS for Inhibitors of phosphatidylinositol 5-phosphate 4-kinase (PI5P4K) | PI5P4Kalpha enzyme, ADP-Glo luminescence, 60 min; stronger effect = lower value | 330,000 tested, 1.2% active | max response, % | Phosphatidylinositol 5-phosphate 4-kinase type-2 alpha (Homo sapiens), P48426; active = max response of -50% or lower; inconclusive = between -30% and -50%; inactive = -30% or higher; note: value at the top dose of about 77 µM; % is set by controls: 0 for no effect and ±100 for the full control effect
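ADP-Glo luminescence end-point after a 60 min room-temperature kinase reaction. PI5P4Kalpha and substrate in HEPES pH 7.4 buffer with EGTA, 0.1% CHAPS and 5% DMSO; ATP at 5 microM final.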
EPAC1 antagonist – qHTS for Antagonist of cAMP-regulated guanine nucleotide exchange factor 3 (EPAC1): primary screen; Rap guanine nucleotide exchange factor 3 (Homo sapiens), O95398; EPAC1 GEF assay, Rap1b-BODIPY-GDP exchange fluorescence; Potency, µM (highest dose often 115 µM), for the others: top-dose activity change, negative = inhibition, actives largely listed as inhibitors; 360,000 tested, 0.14% active;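 note: potency is the fitted concentration of half-maximal effect; plate controls were vehicle for no effect and positive control for full effect; nearly all actives have a fitted effect of over 50% in size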
Target sequence (O95398 whole entry, looked up): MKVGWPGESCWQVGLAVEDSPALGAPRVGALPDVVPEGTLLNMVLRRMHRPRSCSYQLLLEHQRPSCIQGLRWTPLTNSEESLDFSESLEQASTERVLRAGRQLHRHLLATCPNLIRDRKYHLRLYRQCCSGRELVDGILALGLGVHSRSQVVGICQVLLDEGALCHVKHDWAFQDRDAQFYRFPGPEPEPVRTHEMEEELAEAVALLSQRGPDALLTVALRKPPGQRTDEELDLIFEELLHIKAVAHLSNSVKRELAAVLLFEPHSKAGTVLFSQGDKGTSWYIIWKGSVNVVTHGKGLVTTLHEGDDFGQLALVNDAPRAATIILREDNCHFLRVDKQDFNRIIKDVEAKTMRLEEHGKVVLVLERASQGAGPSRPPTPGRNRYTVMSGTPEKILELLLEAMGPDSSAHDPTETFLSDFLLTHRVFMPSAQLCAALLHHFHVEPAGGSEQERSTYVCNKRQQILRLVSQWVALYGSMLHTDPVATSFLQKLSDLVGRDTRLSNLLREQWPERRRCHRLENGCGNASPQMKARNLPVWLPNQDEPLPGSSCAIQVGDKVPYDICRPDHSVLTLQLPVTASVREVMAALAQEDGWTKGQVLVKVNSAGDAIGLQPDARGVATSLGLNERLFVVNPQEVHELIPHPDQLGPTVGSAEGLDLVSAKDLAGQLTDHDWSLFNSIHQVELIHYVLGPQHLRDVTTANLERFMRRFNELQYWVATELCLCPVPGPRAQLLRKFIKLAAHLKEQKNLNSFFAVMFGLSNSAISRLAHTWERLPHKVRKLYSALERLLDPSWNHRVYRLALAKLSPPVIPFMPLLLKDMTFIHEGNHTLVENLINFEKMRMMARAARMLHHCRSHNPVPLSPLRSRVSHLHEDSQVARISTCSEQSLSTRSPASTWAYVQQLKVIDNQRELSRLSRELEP
EPAC1 ag – qHTS for Agonist of cAMP-regulated guanine nucleotide exchange factor 3 (EPAC1): primary screen. Rap guanine nucleotide exchange factor 3 (Homo sapiens), O95398. EPAC1 agonist qHTS, biochemical assay; response scale: 100% = response to 6.5 mM cAMP. Potency, µM (doses to about 154 µM), for inactives: at the highest dose activation, usual class: activators. 360,000 tested, 0.073% active; note: potency is the fitted concentration of half-maximal effect; nearly all actives have a fitted effect of over 60% in size
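Fluorescent GDP-exchange assay: 100 nM EPAC1 with 250 nM Rap1B preloaded with BODIPY-GDP and 50 uM GDP; compounds tested as concentration series, 5 min at room temperature, then read every 5 min for 30 min (ex 480/em 540 nm); normalized to 6.5 mM cAMP.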
The depositor's hits bear a star; [ ] = dose if it differs, or a comment. Unless noted, calls come from the whole dose curve; as a rule, active = well fitted curve in the direction sought with a large enough effect; inconclusive = small, poorly fitted or top-dose-only effect, or another doubt; inactive = no such curve, though single readings can be large; an effect the other way counts as inactive or inconclusive. This is a subset. The share of hits here may be higher or lower than overall.

For CC1(C)CC(=O)C2=C(C1)N(c1ccc(F)cc1)C(=O)CC2c1ccccc1 (centres undefined) the results were EPAC2 agonist 7.7%, CCT chaperon mod 0.5, PLK1 PBD block 0.8%, IL2 activator -3.9, WRN helicase inh 11.0%, PI5P4Ka inh -6.9, EPAC1 antagonist 10.3% and EPAC1 ag -9.1%.
`CC(Oc1ccccc1)C(=O)N1CCN(c2ccc(N3CCCCC3)nn2)CC1` (centres undefined) gave EPAC2 agonist -5.6%, CCT chaperon mod -0.7, PLK1 PBD block -0.5%, IL2 activator 0.4, WRN helicase inh -0.5%, PI5P4Ka inh 13.3, EPAC1 antagonist 5.8% and EPAC1 ag 8.5%.
For O=C(O)C(=Cc1ccncc1)c1cccc2ccccc12 the results were EPAC2 agonist 9.1%, CCT chaperon mod -2.7, PLK1 PBD block -5.7%, IL2 activator -1.9, WRN helicase inh -2.0%, PI5P4Ka inh -2.4, EPAC1 antagonist 13.2% and EPAC1 ag 2.3%.
For CC(NC(=O)c1ccccc1)C(=O)Nc1ccccc1 (centres undefined) the results were EPAC2 agonist 4.7%, CCT chaperon mod -1.0, PLK1 PBD block 0.8%, IL2 activator -1.6, WRN helicase inh -3.0%, PI5P4Ka inh 8.4, EPAC1 antagonist 9.0% and EPAC1 ag 6.8%.
CCn1c(CC(=O)Nc2ccccc2)nnc1SCC(=O)Nc1ccccc1C(=O)OC was read as EPAC2 agonist 0.3%, CCT chaperon mod -0.8, PLK1 PBD block 0.2%, IL2 activator -1.5, WRN helicase inh 8.1%, PI5P4Ka inh -4.5, EPAC1 antagonist 6.0% and EPAC1 ag -4.5%.
CC(SCC(=O)NC(C)C1CC2CCC1C2)C(=O)O (centres undefined) was read as EPAC2 agonist 7.4%, CCT chaperon mod 2.6, PLK1 PBD block 6.9%, IL2 activator -3.0, WRN helicase inh -0.9%, PI5P4Ka inh -2.4, EPAC1 antagonist -2.5% and EPAC1 ag 3.8%.
Screening CCOCCCNC(=O)c1cc2c(-c3ccc(Cl)cc3)nn(C)c2s1 returned EPAC2 agonist -5.6%, CCT chaperon mod -1.6, PLK1 PBD block -2.1%, IL2 activator -3.3, WRN helicase inh -7.6%, PI5P4Ka inh 0.8, EPAC1 antagonist inconclusive and EPAC1 ag -16.5%.
`Cc1ccc(S(=O)(=O)N(C)CC(=O)NCC(c2ccc(F)cc2)N2CCOCC2)cc1` (centres undefined) gave EPAC2 agonist 5.5%, CCT chaperon mod -4.0, PLK1 PBD block -2.9%, IL2 activator -0.1, WRN helicase inh -0.5%, PI5P4Ka inh 4.8, EPAC1 antagonist -2.3% and EPAC1 ag 7.6%.
Screening C[C@@H](NC(=O)[C@@H]1CCCN1C(=O)[C@@H]1CCCN1C(=O)c1cccc(Cl)c1)c1ccccc1 returned EPAC2 agonist 5.3%, CCT chaperon mod 1.0, PLK1 PBD block -6.3%, IL2 activator -0.8, WRN helicase inh -8.8%, PI5P4Ka inh 2.6, EPAC1 antagonist 2.7% and EPAC1 ag 9.2%.
O=C(O)COc1ccc(NC(=O)c2ccco2)cc1 was read as EPAC2 agonist 11.1%, CCT chaperon mod -0.9, PLK1 PBD block inconclusive, IL2 activator -1.6, WRN helicase inh -6.8%, EPAC1 antagonist -3.2% and EPAC1 ag 4.7%.
CCCC(=O)Nc1ccc(NC(=O)C2CC2)cn1 was read as EPAC2 agonist 8.0%, CCT chaperon mod -2.5, PLK1 PBD block -6.5%, IL2 activator 2.1, WRN helicase inh -8.9%, PI5P4Ka inh -0.6, EPAC1 antagonist -24.8% and EPAC1 ag -1.6%.
CN1CCN(C(=O)CSc2nnc(COc3ccc(Cl)cc3)o2)CC1 was read as EPAC2 agonist 6.2%, CCT chaperon mod 1.8, PLK1 PBD block -4.3%, IL2 activator 0.3, WRN helicase inh 2.8%, PI5P4Ka inh 2.1, EPAC1 antagonist 14.0% and EPAC1 ag 4.8%.
COc1ccc(N=C2S/C(=C\c3ccc(C)o3)C(=O)N2CC(C)C)cc1 was read as EPAC2 agonist 4.0%, CCT chaperon mod -2.1, PLK1 PBD block 0.5%, IL2 activator -0.2, WRN helicase inh 4.1%, PI5P4Ka inh -10.7, EPAC1 antagonist 22.9% and EPAC1 ag -3.2%.
`CCn1cc(C(=O)Nn2cnnc2)c(=O)c2ccc(C)nc21` gave EPAC2 agonist -9.4%, CCT chaperon mod -1.4, PLK1 PBD block -1.5%, IL2 activator 1.8, WRN helicase inh -0.6%, PI5P4Ka inh -4.9, EPAC1 antagonist 1.5% and EPAC1 ag -1.6%.
Cc1ccc(NC(=O)CSCc2cc(=O)n3cc(C)sc3n2)cc1 was read as EPAC2 agonist -5.0%, CCT chaperon mod 2.5, PLK1 PBD block -7.0%, IL2 activator 0.2, WRN helicase inh 2.8%, PI5P4Ka inh 5.6, EPAC1 antagonist 5.1% and EPAC1 ag 0.8%.
For Cc1ccc(C(=O)N/C(=C/c2ccc(-c3ccc([N+](=O)[O-])cc3)o2)C(=O)NCCCN(C)C)cc1 the results were EPAC2 agonist 2.3%, CCT chaperon mod 1.2, PLK1 PBD block 3.3%, IL2 activator -3.5, WRN helicase inh 8.1%[11.6 µM], PI5P4Ka inh -7.5, EPAC1 antagonist -23.3% and EPAC1 ag 0.0%.
`Cc1cc(-c2nc3ncccc3o2)ccc1NC(=S)NC(=O)C(C)C` gave EPAC2 agonist -13.3%, CCT chaperon mod -2.0, PLK1 PBD block -7.6%, IL2 activator -2.9, WRN helicase inh -4.6%, PI5P4Ka inh -5.1, EPAC1 antagonist -1.2% and EPAC1 ag -3.1%.
CC(C)[C@@H](CO)N(C)S(=O)(=O)c1ccccc1Br was read as EPAC2 agonist 9.0%, CCT chaperon mod -1.9, PLK1 PBD block -12.1%, IL2 activator 1.2, WRN helicase inh -2.4%, PI5P4Ka inh inconclusive, EPAC1 antagonist -10.0% and EPAC1 ag -3.8%.
For CC(C)(C)c1nc(C(C)(C)C)c(Br)c(=O)[nH]1 the results were EPAC2 agonist -3.9%, CCT chaperon mod -0.2, PLK1 PBD block -2.0%, IL2 activator 0.0, WRN helicase inh 9.9%, PI5P4Ka inh 3.7, EPAC1 antagonist -7.0% and EPAC1 ag -13.4%.
For CCc1cc(-c2[nH]ncc2-c2ccc([N+](=O)[O-])cc2)c(O)cc1OC the results were EPAC2 agonist 5.1%, CCT chaperon mod -5.6, PLK1 PBD block -1.5%, IL2 activator -0.3, WRN helicase inh -5.3%, PI5P4Ka inh 0.0, EPAC1 antagonist -24.8% and EPAC1 ag 9.6%.
`CC(C)NC(=O)C(c1ccc(F)cc1)N(C(=O)CCC(=O)Nc1ccccn1)C1CCCCC1` (centres undefined) gave EPAC2 agonist 13.6%, CCT chaperon mod -2.9, PLK1 PBD block -12.2%, IL2 activator -0.8, WRN helicase inh 8.3%, PI5P4Ka inh 1.2, EPAC1 antagonist 17.2% and EPAC1 ag -0.7%.
`CCCn1c(SCC(=O)Nc2ccccc2C(=O)NC2CC2)n[nH]c1=O` gave EPAC2 agonist 1.6%, CCT chaperon mod -0.9, PLK1 PBD block -3.1%, IL2 activator 9.5, WRN helicase inh -3.6%, PI5P4Ka inh -4.0, EPAC1 antagonist -1.6% and EPAC1 ag -6.4%.
`O=Cc1cn(-c2ccccc2)nc1-c1cc2ccccc2oc1=O` gave EPAC2 agonist -4.2%, CCT chaperon mod 0.4, PLK1 PBD block -11.1%, IL2 activator 0.1, WRN helicase inh -20.9%, PI5P4Ka inh 3.4, EPAC1 antagonist -0.8% and EPAC1 ag 9.2%.
S=C(NCCc1ccccc1)N1CCCC1 was read as EPAC2 agonist -2.0%, CCT chaperon mod -4.8, PLK1 PBD block 8.2%, IL2 activator 1.0, WRN helicase inh -3.5%, PI5P4Ka inh 0.5, EPAC1 antagonist 12.4% and EPAC1 ag 4.0%.

The final 2 compounds of the part before come first, to join the parts.
`O=Cc1cn(-c2ccccc2)nc1-c1cc2ccccc2oc1=O` gave EPAC2 agonist -4.2%, CCT chaperon mod 0.4, PLK1 PBD block -11.1%, IL2 activator 0.1, WRN helicase inh -20.9%, PI5P4Ka inh 3.4, EPAC1 antagonist -0.8% and EPAC1 ag 9.2%.
S=C(NCCc1ccccc1)N1CCCC1 was read as EPAC2 agonist -2.0%, CCT chaperon mod -4.8, PLK1 PBD block 8.2%, IL2 activator 1.0, WRN helicase inh -3.5%, PI5P4Ka inh 0.5, EPAC1 antagonist 12.4% and EPAC1 ag 4.0%.
Screening Cc1cc(N2CCOCC2)nc2ccc(NC(=O)CCC(=O)N3CCN(c4cccc(C(F)(F)F)c4)CC3)cc12 returned EPAC2 agonist 4.3%, CCT chaperon mod -2.4, PLK1 PBD block 1.8%, IL2 activator -0.6, WRN helicase inh 0.1%, PI5P4Ka inh 11.4, EPAC1 antagonist -6.5% and EPAC1 ag 10.5%.
`Clc1cccc(-c2nc3nc4ccccc4nc3n2Cc2ccccc2)c1` gave EPAC2 agonist -1.1%, CCT chaperon mod -1.8, PLK1 PBD block 6.0%, IL2 activator -0.2, WRN helicase inh -19.3%[57.1 µM], PI5P4Ka inh -0.2, EPAC1 antagonist 7.6% and EPAC1 ag -5.7%.
CC1(C(=O)NC(=S)N(CCC#N)c2ccccc2)CC1(Cl)Cl (centres undefined) was read as EPAC2 agonist 5.4%, CCT chaperon mod -1.2, PLK1 PBD block -16.0%, IL2 activator -1.0, WRN helicase inh -4.1%, PI5P4Ka inh -4.6, EPAC1 antagonist -16.9% and EPAC1 ag 0.0%.
For CC/C(=N\Nc1ccccc1[N+](=O)[O-])c1ccc(O)cc1 the results were EPAC2 agonist 11.2%, CCT chaperon mod 1.7, PLK1 PBD block -6.0%, IL2 activator -0.3, WRN helicase inh -6.9%, PI5P4Ka inh 12.3, EPAC1 antagonist -29.4% and EPAC1 ag -3.7%.
For COc1cc([N+](=O)[O-])cc2sc(NC(=O)C3CC3)nc12 the results were EPAC2 agonist 8.4%, CCT chaperon mod -1.7, PLK1 PBD block -11.3%, IL2 activator -2.1, WRN helicase inh 3.5%, PI5P4Ka inh -4.7, EPAC1 antagonist -3.1% and EPAC1 ag 11.0%.
